FBW7 activator: human FBW7 E3 ligase activation, primary screen; AlphaScreen FBW7–phospho-cyclin E peptide binding, activator screen; normalized activity (activation), % at 26.1 µM; Q969H0; 0.13% of 650,000 active; in the data active = normalized activity above about 1.9%;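 also: purified mutant Fbw7 with reduced substrate affinity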
MITF primary: blocks human microphthalmia-associated transcription factor. O75030. AlphaScreen MITF homodimerization, bead proximity signal. inhibition, % at 2.6 µM. 0.91% of 650,000 active; in the data active = inhibition above about 50%;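 also: 0% = vehicle wells with protein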
Target sequence (O75030 whole entry, looked up): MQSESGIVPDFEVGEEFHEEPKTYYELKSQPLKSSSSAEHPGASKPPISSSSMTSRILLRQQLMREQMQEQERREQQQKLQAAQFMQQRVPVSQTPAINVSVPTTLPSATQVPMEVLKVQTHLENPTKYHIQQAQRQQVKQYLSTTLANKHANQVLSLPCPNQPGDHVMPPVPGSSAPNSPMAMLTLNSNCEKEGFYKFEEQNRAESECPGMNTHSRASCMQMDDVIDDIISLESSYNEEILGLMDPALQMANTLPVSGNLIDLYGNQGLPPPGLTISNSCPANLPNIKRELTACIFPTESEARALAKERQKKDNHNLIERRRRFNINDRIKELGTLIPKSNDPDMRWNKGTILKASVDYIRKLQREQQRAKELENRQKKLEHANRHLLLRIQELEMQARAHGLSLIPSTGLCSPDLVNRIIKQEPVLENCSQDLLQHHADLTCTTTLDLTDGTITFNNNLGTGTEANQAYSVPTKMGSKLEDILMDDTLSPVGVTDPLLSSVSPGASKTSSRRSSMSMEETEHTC
GPR151 activ: activators of human GPR151; AID 1508602; Q8TDV0; activation, % at 11.2 µM; PathHunter beta-arrestin GPR151 cells, luminescence; 1% of 650,000 active; in the data active = activation above about 4.9%;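 also: 0% = median of compound wells and 100% = cells with positive control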
Target sequence (Q8TDV0 whole entry, looked up): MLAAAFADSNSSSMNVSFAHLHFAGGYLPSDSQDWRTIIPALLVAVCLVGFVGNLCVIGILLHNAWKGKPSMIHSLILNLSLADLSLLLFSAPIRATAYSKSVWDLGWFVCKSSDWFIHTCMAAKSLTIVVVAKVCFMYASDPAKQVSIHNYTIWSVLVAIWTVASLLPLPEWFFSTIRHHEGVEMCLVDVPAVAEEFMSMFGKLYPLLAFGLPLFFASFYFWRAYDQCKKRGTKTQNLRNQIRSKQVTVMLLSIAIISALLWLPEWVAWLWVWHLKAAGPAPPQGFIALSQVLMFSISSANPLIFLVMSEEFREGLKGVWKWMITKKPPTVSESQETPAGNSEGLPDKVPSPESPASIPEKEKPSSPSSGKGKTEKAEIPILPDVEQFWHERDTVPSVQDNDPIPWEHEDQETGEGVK
TEAD-YAP block: TEAD-YAP interaction inhibition. HEK-TIYL cells, TEAD-Gal4/YAP UAS-luciferase luminescence. inhibition, % at 9.12 µM. 1.4% of 640,000 active; in the data active = inhibition above about 32%;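 also: 0% = median of test compound wells and 100% = reference inhibitor wells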
* hit, by the source's call.

The first 21 records, to show the layout:
SMILES	FBW7 activator	MITF primary	GPR151 activ	TEAD-YAP block
Cc1ccc2nc(/C(C#N)=C/c3cn(Cc4ccc(Cl)cc4Cl)c4ccccc34)[nH]c2c1	0.6	0	1.3	-4
COc1ccc(S(=O)(=O)N(C)CC(=O)N2CCC(C)CC2)cc1Cl	-0.1	12	-0.9	-1
CSc1sn(C)c(=O)c1C#N	-0.1	-2	-1.6	6
O=c1ccc(-c2ccc(F)cc2)nn1C[C@@H]1CCCN1	0.0	1	-0.7	-11
COc1ccccc1NS(=O)(=O)c1cc(NC2=CC(=O)CC(C)(C)C2)ccc1C	0.1	2	-1.6	1
CC(C)C(NC(=O)c1ccccc1)c1nnc(SCC(=O)Nc2nccs2)n1C (stereo not given)	0.5	18	-0.9	13
O=C1CC(O)(C(F)(F)C(F)(F)F)Oc2ccccc21 (stereo not given)	0.0	12	0.6	-5
CCc1ccc(NC(=O)Cn2c(O)c(C3=c4ccccc4=NC3=O)sc2=O)cc1	0.1	14	-1.2	8
O=C(O)C1C(c2ccccc2)C=CC(c2ccccc2)C1C(=O)O (stereo not given)	0.2	-8	-0.7	-35
CCOc1ccc(CN(C(=O)c2cccs2)C2CCS(=O)(=O)C2)cc1 (stereo not given)	-0.1	5	6.8*	-9
Cn1c(N)c(C(=O)COC(=O)CNC(=O)COc2ccccc2)c(=O)n(C)c1=O	0.0	9	0.6	6
COc1ccc(CN2C(=O)C3(OCCCO3)c3cccc(C)c32)cc1	0.4	4	-1.2	12
CCC(Sc1nc2cc3c(cc2c(=O)n1CCC1=CCCCC1)OCO3)C(=O)Nc1ccccc1OC (stereo not given)	0.0	9	1.2	-3
CCOc1ccc(C(=O)Nc2cccc(NC(=O)c3cccc(Br)c3)c2)cc1	0.0	-1	0.2	-38
CCN1C(=O)/C(=C\c2ccc3c(c2)-c2ccccc2C3=O)OC1=S	0.8	18	-1.6	3
O=C(Nc1cccc2ccccc12)c1cc(C(=O)Nc2cccc3ccccc23)cc([N+](=O)[O-])c1	-0.1	20	-1.4	-14
Cc1cccc(N2C(=O)c3cccc4cc(Br)cc(c34)C2=O)c1	-0.2	3	2.4	-1
CC(C)c1ccc(C(O)c2nccn2C)cc1 (stereo not given)	-0.2	10	2.9	-4
CCOC(=O)C1=C(C(F)(F)F)NC(=S)NC1c1ccc(F)cc1 (stereo not given)	0.1	2	-0.2	0
COc1ccc(CCNc2cc(C)nc(-c3ccc(N4CCOCC4)nc3)n2)cc1	-0.1	-3	-1.0	2
CC(=O)Nc1ccc(N2C(=O)c3nccnc3C2=O)cc1	-0.2	-1	0.1	-2

Main list, repeating the preview:
SMILES	FBW7 activator	MITF primary	GPR151 activ	TEAD-YAP block
Cc1ccc2nc(/C(C#N)=C/c3cn(Cc4ccc(Cl)cc4Cl)c4ccccc34)[nH]c2c1	0.6	0	1.3	-4
COc1ccc(S(=O)(=O)N(C)CC(=O)N2CCC(C)CC2)cc1Cl	-0.1	12	-0.9	-1
CSc1sn(C)c(=O)c1C#N	-0.1	-2	-1.6	6
O=c1ccc(-c2ccc(F)cc2)nn1C[C@@H]1CCCN1	0.0	1	-0.7	-11
COc1ccccc1NS(=O)(=O)c1cc(NC2=CC(=O)CC(C)(C)C2)ccc1C	0.1	2	-1.6	1
CC(C)C(NC(=O)c1ccccc1)c1nnc(SCC(=O)Nc2nccs2)n1C (stereo not given)	0.5	18	-0.9	13
O=C1CC(O)(C(F)(F)C(F)(F)F)Oc2ccccc21 (stereo not given)	0.0	12	0.6	-5
CCc1ccc(NC(=O)Cn2c(O)c(C3=c4ccccc4=NC3=O)sc2=O)cc1	0.1	14	-1.2	8
O=C(O)C1C(c2ccccc2)C=CC(c2ccccc2)C1C(=O)O (stereo not given)	0.2	-8	-0.7	-35
CCOc1ccc(CN(C(=O)c2cccs2)C2CCS(=O)(=O)C2)cc1 (stereo not given)	-0.1	5	6.8*	-9
Cn1c(N)c(C(=O)COC(=O)CNC(=O)COc2ccccc2)c(=O)n(C)c1=O	0.0	9	0.6	6
COc1ccc(CN2C(=O)C3(OCCCO3)c3cccc(C)c32)cc1	0.4	4	-1.2	12
CCC(Sc1nc2cc3c(cc2c(=O)n1CCC1=CCCCC1)OCO3)C(=O)Nc1ccccc1OC (stereo not given)	0.0	9	1.2	-3
CCOc1ccc(C(=O)Nc2cccc(NC(=O)c3cccc(Br)c3)c2)cc1	0.0	-1	0.2	-38
CCN1C(=O)/C(=C\c2ccc3c(c2)-c2ccccc2C3=O)OC1=S	0.8	18	-1.6	3
O=C(Nc1cccc2ccccc12)c1cc(C(=O)Nc2cccc3ccccc23)cc([N+](=O)[O-])c1	-0.1	20	-1.4	-14
Cc1cccc(N2C(=O)c3cccc4cc(Br)cc(c34)C2=O)c1	-0.2	3	2.4	-1
CC(C)c1ccc(C(O)c2nccn2C)cc1 (stereo not given)	-0.2	10	2.9	-4
CCOC(=O)C1=C(C(F)(F)F)NC(=S)NC1c1ccc(F)cc1 (stereo not given)	0.1	2	-0.2	0
COc1ccc(CCNc2cc(C)nc(-c3ccc(N4CCOCC4)nc3)n2)cc1	-0.1	-3	-1.0	2
CC(=O)Nc1ccc(N2C(=O)c3nccnc3C2=O)cc1	-0.2	-1	0.1	-2
CCOC(=O)c1c(NC(=O)c2ccc(N(CC)CC)cc2)sc2c1CCC2	-0.1	0	-1.7	-7
C=CCc1cc(C)cc(C)c1OCCCn1cncn1	0.1	1	-0.5	8
COc1ccccc1CN(C)C(=O)c1cc([N+](=O)[O-])ccc1N1CCCCC1	-0.2	11	-0.1	6
COc1ccc(/C=C/C(=O)Nc2ccc([N+](=O)[O-])cc2)cc1Br	-0.1	-3	2.0	-6
O=C(NCc1ccc2c(c1)OCO2)c1cnn2c(C(F)(F)F)cc(-c3cccs3)nc12	0.5	9	-1.8	8
Nn1c(SCc2cc([N+](=O)[O-])cc3c2OCOC3)nnc1-c1cccs1	-0.1	10	3.5	0
O=C(Cn1c(=S)[nH]c2ccccc2c1=O)NCCc1cnc[nH]1	-0.1	-9	0.0	2
COc1ccc(C(=O)N2CCN=C2SCc2cccc([N+](=O)[O-])c2)c(OC)c1	-0.1	8	0.2	-12
O=C(CSc1nnc(CNC(=O)c2ccccc2)o1)Nc1ccc(C(F)(F)F)cc1	0.7	13	0.2	18
Cc1ccccc1C(=O)NNC(=O)C(=O)NCCO	-0.1	-6	0.1	-7
COc1ccccc1C1CN(CCNC(=O)c2sc(C)nc2C)Cc2ccccc2O1 (stereo not given)	-0.1	11	0.3	-2
CSc1nc2sc3c(c2c(=O)n1-c1ccc(C)cc1)CCCCC3	0.1	4	-0.3	0
CC(C(=O)Nc1ccccc1C(F)(F)F)N1C(=O)c2ccccc2C1=O (stereo not given)	0.0	1	0.3	2
CCc1ccc(OCC2c3cc(OC)c(OC)cc3CCN2C(=O)Cc2ccccc2)cc1 (stereo not given)	-0.2	0	-0.5	0
Cc1ccc(C2=NN(S(C)(=O)=O)C(c3cccs3)C2)cc1 (stereo not given)	0.1	12	-1.8	-45
CCOc1ccc(Nc2cnn(C34C[C@@H]5C[C@@H](CC(C(=O)O)(C5)C3)C4)c(=O)c2Cl)cc1	0.1	11	2.9	3
O=C(O)Cn1cc(F)c(=O)[nH]c1=O	-0.1	-5	-0.8	-3
Cc1ccc(C2=C/C(=C/c3ccc([N+](=O)[O-])o3)C(=O)O2)c(C)c1	-0.1	1	-0.6	-6
CCOc1ccc(-c2csc(/C(C#N)=C/c3ccccc3OCC)n2)cc1	-0.1	7	6.2*	-6
COc1cc(NC(=O)C(C)C)c(OC)cc1Cl	0.1	8	-1.0	9
CCOc1ccc2ncc(C#N)c(NCc3ccc(OC)c(OC)c3)c2c1	-0.2	3	-0.1	31
COCCNC(=O)/C(C#N)=C/c1cc(C)n(-c2sc(C)c(C)c2C#N)c1C	-0.2	-2	0.2	51*
COc1ccc(Cl)cc1NC(=O)CN(c1ccc(Br)cc1)S(C)(=O)=O	1.3	-11	-0.8	-2
Cc1ccc2c(c1)c(=O)c1ccccc1n2CCCC(=O)Nc1cccc(Cl)c1C	0.1	-6	-0.6	3
N#Cc1c(NC(=O)c2cc3ccccc3c(=O)o2)sc2c1CCCCC2	0.1	6	4.1	5
CCOC(=O)c1c(NC(C)=O)sc(C(N)=O)c1C	0.0	7	1.5	4
CCOCCOC(=O)COc1ccc2c(=O)c(Oc3cccc(C)c3)coc2c1	-0.2	10	-0.8	-6
COc1ccc(C(c2c(N)n(C)c(=O)n(C)c2=O)N2CCOCC2)cc1 (stereo not given)	0.1	-15	0.1	6
COC(=O)Nc1ccc([N+](=O)[O-])cc1OC	-0.1	15	0.0	3
CC(C)NC(=O)C1CCN(C2CCN(C(=O)c3cc4c(s3)CCCCC4)CC2)CC1	-0.1	-2	1.1	-13
CCN(c1ccccc1)S(=O)(=O)c1ccc2c(c1)n(C)c(=O)c(=O)n2C	-0.7	0	-0.6	-1
N#CCS(=O)(=O)c1cn(CC(=O)N2CCCC2)c2ccccc12	-0.4	-4	-2.0	5
O=c1c2sccc2[nH]c(=S)n1Cc1ccccc1	-0.2	-1	-0.5	1
COC(=O)c1ccc(C(=O)OC)s1	-0.1	2	0.5	4
Cc1ccc2nc(SCC(=O)NC3CCCC3)[nH]c2c1	0.0	7	-0.9	5
Nc1oncc1-c1ccc(NC(=O)C2COc3ccc(F)cc3C2)cc1 (stereo not given)	0.0	21	-0.6	50*
COC(=O)c1sccc1NC(=O)Cn1c(-c2nonc2N)nc2ccccc21	-0.2	-8	0.7	50*
COc1ccccc1NC(=O)C(=O)NCC(C)C	0.3	4	-1.1	-19
CCCN(CCC)C(=O)c1c[nH]c2ccc(S(=O)(=O)N(C)c3ccc(OCC)cc3)cc2c1=O	0.0	10	-0.5	9

(more compounds)
SMILES	FBW7 activator	MITF primary	GPR151 activ	TEAD-YAP block
C=CCC(Nc1ccco1)c1ccccc1 (stereo not given)	1.8	16	-0.2	-2
O=C(CSCc1ccco1)c1ccc(F)cc1	-0.2	13	-1.6	-58
C=CCc1ccc(OCc2ccc(CN)cc2)c(OC)c1	0.1	5	0.3	-38
Cc1ccc(CNS(=O)(=O)c2ccc(F)c(C(=O)Nc3ccc(F)c(Cl)c3)c2)cc1	0.0	-14	-1.2	-8
COc1ccc(NC(=O)C(C)NS(=O)(=O)c2ccc(C)cc2)cc1Cl (stereo not given)	0.6	3	0.3	-3
S=C(Nc1ccccc1)N1CCN(Cc2ccc3c(c2)OCO3)CC1	0.1	2	0.6	6
Cc1ccccc1CN1CCC2(CCC(CNC(=O)CCc3cccnc3)O2)CC1 (stereo not given)	0.1	-8	0.3	3
Cc1nc2ccccn2c1C(=O)NCc1c(F)cccc1F	0.1	-20	0.2	9
COc1cc(/C=N/NC(=O)c2ccccc2I)cc(OC)c1OC	0.1	-1	1.9	-1
Cc1c(N2C(=O)/C(=C\c3ccc(C#N)cc3)N(C)C2=S)c(=O)n(-c2ccccc2)n1C	-0.1	2	-0.2	7
Nn1c(SCC(=O)Nc2nc3ccccc3s2)nncc1=O	-0.2	-3	-0.4	3
COc1ccc(Br)cc1CNCCN1CCOCC1	0.4	3	1.3	10
C/C(=N\N=C1\NC(=O)C(CC(=O)O)S1)c1ccccc1Cl (stereo not given)	-0.2	5	-1.3	8
COc1ccc(/C=N/NC(=O)c2cnccn2)cc1	-0.3	-3	0.6	-52
COCc1nc2ccccc2n1CCc1ccccc1	-0.1	16	1.5	-13
O=C(O)c1cc([N+](=O)[O-])cc([N+](=O)[O-])c1N1CCCC1	0.0	7	0.9	-3

High-throughput results from PubChem BioAssay.
